Compound activity (PubChem)
ERK AVP block – inhibitors of vasopressin-stimulated ERK signaling pathway | HEK293-V1b, vasopressin-stimulated pERK AlphaScreen | Potency, µM (series often up to 57.5 µM), without a hit: at the top dose activity, negative = inhibition, usual class: inhibitors | actives 0.99% (n = 72,000) | AID 995; also: potency is read from the fitted curve at half-maximal effect; % is scaled to controls: 0 for no effect and ±100 for the full control effect; nearly all actives have a fitted effect of over 55% in size
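Overnight-seeded V1b-HEK293 cells in 1% FBS got compound, then vasopressin (25 nM final, 5 min, 37C), then lysis buffer. AlphaScreen detection of phospho-ERK; activity normalized to basal and full-stimulation controls.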
Luciferase inh – firefly luciferase inhibition. AID 411. P08659. Potency, µM (top dose mostly 57.1 µM), for inactives: at the top dose activity change, negative = inhibition, usual class: inhibitors. actives 2.2% (n = 72,000). purified firefly luciferase, luminescence, 8 min; also: potency is read from the fitted curve at half-maximal effect; % is scaled to controls: 0 for no effect and ±100 for the full control effect; nearly all actives have a fitted effect of over 40% in size
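Compounds were tested as concentration series (qHTS) against purified P. pyralis luciferase with luciferin and 10 uM ATP in 50 mM imidazole pH 7.2, 50 mM KCl, 7 mM MgCl2, 0.01% Tween 20, 0.05% BSA. Luminescence was read after 8 min at ambient temperature.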
HADH2 inhib – blocks human hydroxyacyl-CoA dehydrogenase type II | actives 3.4% (n = 73,000) | AID 886 | recombinant HADH2, NADH fluorescence, beta-hydroxybutyryl-CoA | Q99714 | Potency, µM (top dose mostly 57.1 µM), for the others: at the highest dose activity change, negative = inhibition, hits mostly inhibitors; also: potency is read from the fitted curve at half-maximal effect; % is scaled to controls: 0 for no effect and ±100 for the full control effect; nearly all actives have a fitted effect of over 60% in size; many of its hits are not listed in these tables
Target sequence (Q99714 whole entry, looked up, one chain of several): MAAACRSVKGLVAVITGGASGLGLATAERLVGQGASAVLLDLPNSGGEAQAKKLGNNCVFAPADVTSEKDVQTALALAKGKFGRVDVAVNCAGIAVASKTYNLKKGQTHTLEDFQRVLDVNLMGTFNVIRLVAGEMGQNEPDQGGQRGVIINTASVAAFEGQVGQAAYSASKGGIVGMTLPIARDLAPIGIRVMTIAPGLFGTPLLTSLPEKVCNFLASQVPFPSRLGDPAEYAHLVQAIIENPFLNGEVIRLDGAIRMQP
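Read-out: 360 nm excitation, 450 nm emission, kinetic over 4 min. Conditions: His-tagged human HADH2 20 nM, pH 9.0 Tris with Tween-20, 1 mM NAD+, 90 uM beta-hydroxybutyryl-CoA.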
Tau fil binding – tau filament binding; Potency, µM (doses to about 57.1 µM), for the others: top-dose activity change, negative = inhibition; actives 2% (n = 71,000); recombinant tau filaments, thioflavin S fluorescence, 15 h; filaments grown with octadecylsulfate alongside compound; P10636;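 also: potency is read from the fitted curve at half-maximal effect; % is scaled to controls: 0 for no effect and ±100 for the full control effect; actives lower thioflavin S fluorescence by blocking filaments or displacing dye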
Target sequence (P10636 whole entry, looked up): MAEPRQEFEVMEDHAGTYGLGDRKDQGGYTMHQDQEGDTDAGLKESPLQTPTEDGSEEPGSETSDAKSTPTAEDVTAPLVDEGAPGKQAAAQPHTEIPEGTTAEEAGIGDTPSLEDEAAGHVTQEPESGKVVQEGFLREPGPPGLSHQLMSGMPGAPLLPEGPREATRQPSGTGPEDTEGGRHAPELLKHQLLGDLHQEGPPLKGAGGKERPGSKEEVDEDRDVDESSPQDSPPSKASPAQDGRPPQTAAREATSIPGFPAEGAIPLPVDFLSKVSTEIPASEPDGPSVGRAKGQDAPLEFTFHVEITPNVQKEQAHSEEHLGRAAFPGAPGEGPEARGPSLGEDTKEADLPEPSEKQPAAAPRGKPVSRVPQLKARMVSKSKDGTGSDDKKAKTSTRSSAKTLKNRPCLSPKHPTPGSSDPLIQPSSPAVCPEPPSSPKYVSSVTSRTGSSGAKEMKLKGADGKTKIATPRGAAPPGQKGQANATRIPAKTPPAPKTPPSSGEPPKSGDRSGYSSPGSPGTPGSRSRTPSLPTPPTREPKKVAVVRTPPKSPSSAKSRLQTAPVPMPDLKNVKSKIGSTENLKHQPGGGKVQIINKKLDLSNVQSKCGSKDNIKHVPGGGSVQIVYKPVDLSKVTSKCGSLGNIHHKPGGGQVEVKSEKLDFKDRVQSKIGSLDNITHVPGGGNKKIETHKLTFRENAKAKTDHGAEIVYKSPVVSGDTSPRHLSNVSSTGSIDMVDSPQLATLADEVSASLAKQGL
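His-tagged recombinant human tau (exons 2, 3, 10; 1 uM final) fibrillized with 30 uM sodium octadecylsulfate, 15 h at 37 C, in pH 7.4 HEPES buffer with 10 uM thioflavine S and 5 mM DTT. Reduced ThS fluorescence (450/510 nm) marks activity.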
Pol III holo inh – inhibitors of bacterial DNA polymerase III holoenzyme. reconstituted DNA polymerase III holoenzyme replication, biochemical. Potency, µM (series often up to 57.1 µM), inactives show at the top dose activity change, negative = inhibition. actives 0.25% (n = 71,000). AID 603; also: potency is read from the fitted curve at half-maximal effect; % is scaled to controls: 0 for no effect and ±100 for the full control effect
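Reconstituted *E. coli* holoenzyme (0.35 nM Pol III, 1 nM beta, 154 nM SSB, 2 nM primase) was preincubated with compound for 15 min at RT. Synthesis on 1.4 nM ssM13Gori ran 35 min, then was stopped with PicoGreen/EDTA and read as dsDNA fluorescence.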
HBB splice mod – modulators of hemoglobin beta chain splicing. HBB splicing reporter cell assay, activation; EGFP reporter with mutant IVS2-654 intron; response scale: normalised to 500 nM splice-correcting PNA. Potency, µM (titrated, usually from 46.1 µM), for inactives: at the top dose activation, actives largely listed as activators. actives 0.06% (n = 65,000). AID 925; also: potency is read from the fitted curve at half-maximal effect; 0% is about no effect
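HeLa cells stably expressing EGFP interrupted by mutant beta-globin intron 2 (IVS2-654), 500/well in 2% FCS. Treated with compound for 2 days at 37C. Splicing correction scored as total well GFP intensity (488 nm excitation, 500-520 nm emission); 500 nM antisense PNA served as control.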
15-hLO inh – 15-hLO (ALOX15) enzyme inhibition. AID 887. Potency, µM (top dose mostly 57.1 µM), without a hit: at the highest dose activity change, negative = inhibition, most hits filed as inhibitors. actives 1.4% (n = 74,000). purified 15hLO-1, xylenol orange hydroperoxide absorbance; also: potency is read from the fitted curve at half-maximal effect; % is scaled to controls: 0 for no effect and ±100 for the full control effect; nearly all actives have a fitted effect of over 55% in size
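Compounds were preincubated 15 min at room temperature with 40 nM purified human enzyme (25 mM Hepes pH 7.5, 0.01% Triton X-100); 50 uM arachidonic acid reacted 6 min. Fe-xylenol orange detection, 30 min, absorbance ratio 573/405 nm.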
UbGFP stabilizer – ubiquitin-GFP accumulation via proteasome inhibition | Ubiquitin-GFP reporter cells, proteasome inhibition, GFP fluorescence; response scale: untreated = 0%, 10 µM MG-132 = 100% | Potency, µM (top dose mostly 45.9 µM), inactives show at the highest dose activation (GFP accumulation), most hits filed as activators | 67,000 tested, under 10 active; active = well fitted activation curve with a large enough effect, not every such curve was filed as active; inconclusive = small, poorly fitted or top-dose-only effect, or another doubt; inactive = no such curve, though single readings can be large or run the other way; also: potency is read from the fitted curve at half-maximal effect
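Reporter cells (U2OS, ubiquitin-G76V-GFP fusion) are plated overnight, then treated 4 hr at 37 °C with compound titrations from 46 uM down to 2.9 nM. Activity is scaled against untreated cells and 10 uM MG-132.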
Hsp90 Hop PPI – changes Hsp90-Hop TPR2A binding signal, up or down. AlphaScreen TPR2A-His6 binding biotin-Hsp90 C-terminal peptide. Potency, µM (titrated, usually from 57 µM), for inactives: at the top dose activity change, negative = inhibition. actives 0.44% (n = 71,000). AID 595; active = well fitted curve in either direction with a large enough effect; inconclusive = small, poorly fitted or top-dose-only effect, or another doubt; also: potency is read from the fitted curve at half-maximal effect; % is scaled to controls: 0 for no effect and ±100 for the full control effect; many of its hits are not listed in these tables
GFP derepression – epigenetic modulators derepressing GFP locus in mouse cells. mouse C127i GFP locus derepression, cytometry, 30 h. Potency, µM (top dose mostly 46.1 µM), for inactives: at the highest dose GFP derepression (activation). actives 0.09% (n = 68,000); also: % of control where 0% means no effect
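Read-out is the number of GFP-positive cells, scored as fluorescent objects 20 to 120 um wide, reflecting derepression of a silenced CMV-GFP reporter in murine C127i cells after 30 h compound exposure at 37 C.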
CRE Fsk mod – modulators of forskolin-stimulated CRE signaling in CHO cells; AID 662; Potency, µM (top dose mostly 38.2 µM), for inactives: at the top dose activity change, negative = inhibition, actives largely listed as activators; actives 2.5% (n = 71,000); CHO CRE-bla reporter (cAMP response element driving beta-lactamase), forskolin EC10, beta-lactamase ratio; active = well fitted activation curve with a large enough effect in the signal ratio, with a control signal flat, not every such curve was filed as active; inconclusive = small, poorly fitted or top-dose-only effect, or effect the other way, or a change in a side signal; the % refers to the signal ratio; also: potency is read from the fitted curve at half-maximal effect; % of control where 0% means no effect
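CRE-bla CHO cells stimulated with EC10 NKH 477 (water-soluble forskolin) and compound titrations, 3 h at 37C; beta-lactamase read with CCF4 after 2 h at room temperature. Activity from 460/530 nm emission ratio, AC50 values for positive or negative modulation.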
Starred values were filed as active, the others as inactive; ? = inconclusive; . = not tested or not shown; [ ] = dose if it differs, or a comment. Unless noted, calls follow the shape of the dose curve; as a rule, active = well fitted curve in the direction sought with a large enough effect; inconclusive = small, poorly fitted or top-dose-only effect, or another doubt; inactive = no such curve, though single readings can be large; an effect the other way counts as inactive or inconclusive. This is a subset; the hit share may differ from the screen's.

SMILES	ERK AVP block	Luciferase inh	HADH2 inhib	Tau fil binding	Pol III holo inh	HBB splice mod	15-hLO inh	UbGFP stabilizer	Hsp90 Hop PPI	GFP derepression	CRE Fsk mod
C=CC(C)Sc1nc2c(c(=O)n(C)c(=O)n2C)n1Cc1ccccc1Cl (centres undefined)	.	-2%	4%	24%	-7%	-0.3%	-8%	15%	-3%	.	-9%
COc1cccc(N(C(=O)c2ccco2)C(C(=O)NC2CCCC2)c2cccnc2)c1 (centres undefined)	6%	6%	7%	-6%	-11%	.	1%	7%	-1%	0%	0%
O=C(Nc1ccc(Cl)cn1)c1cnn2cccnc12	-20%	-6%	0%	-7%	0%	3.5%	3%	1%	-4%	-3%	-2%
C1=C(CCNc2ncnc3nc[nH]c23)CCCC1	.	0%	-11%	?	-4%	-0.7%	7%	-2%	-7%	.	-15%
CC12CC(NC(=O)N1CCc1ccccc1)c1ccccc1O2 (centres undefined)	7%	3%	-11%	-1%	-1%	-1.2%	-5%	-9%	-2%	-4%	-3%
O=C(CCn1ccc2ccccc21)Nc1ccc(N2CCOCC2)cc1	?	-2%	-16%	?	0%	-3.0%	-16%	11%	-21%	0%	?
CSc1nc2ccc3nc(NC(=O)c4cccs4)sc3c2s1	4%	-10%	10%	205%	4%	0.0%	-3%	1%	4%	6%	-8%
COc1cc(NC(=O)c2cc(-c3cccc(O)c3)on2)cc(OC)c1OC	-29%	-2%	3%	188%	1%	-1.4%	-15%	9%	-2%	0%	20%
O=C1c2ccncc2C(=O)N1C1CCCCC1	-11%	2%	13%	-15%	4%	-0.1%	-5%	-5%	2%	0%	2%
COC(=O)C1=C(C)Nc2ncnn2C1c1ccco1 (centres undefined)	-1%	5%	-1%	7%	-1%	0.7%	0%	16%	-4%	-2%	13%
Cn1cnc2c1c(=O)n(Cc1ccccc1)c(=O)n2C	.	3%	3%	3%	-1%	1.0%	1%	-1%	1%	.	?
Cc1cccc(Nc2ncccc2C(=O)O)c1C	10%	-4%	9%	-10%	-1%	-0.1%[57.5 µM]	10%	-4%	1%	-2%	-8%

Among those listed so far, these contain a halogen.
SMILES	ERK AVP block	Luciferase inh	HADH2 inhib	Tau fil binding	Pol III holo inh	HBB splice mod	15-hLO inh	UbGFP stabilizer	Hsp90 Hop PPI	GFP derepression	CRE Fsk mod
C=CC(C)Sc1nc2c(c(=O)n(C)c(=O)n2C)n1Cc1ccccc1Cl (centres undefined)	.	-2%	4%	24%	-7%	-0.3%	-8%	15%	-3%	.	-9%
O=C(Nc1ccc(Cl)cn1)c1cnn2cccnc12	-20%	-6%	0%	-7%	0%	3.5%	3%	1%	-4%	-3%	-2%

The listing picks up; the 2 compounds before the break are reprinted first.
SMILES	ERK AVP block	Luciferase inh	HADH2 inhib	Tau fil binding	Pol III holo inh	HBB splice mod	15-hLO inh	UbGFP stabilizer	Hsp90 Hop PPI	GFP derepression	CRE Fsk mod
Cn1cnc2c1c(=O)n(Cc1ccccc1)c(=O)n2C	.	3%	3%	3%	-1%	1.0%	1%	-1%	1%	.	?
Cc1cccc(Nc2ncccc2C(=O)O)c1C	10%	-4%	9%	-10%	-1%	-0.1%[57.5 µM]	10%	-4%	1%	-2%	-8%
Cc1noc(C)c1C(=O)Nc1sc(C)c(C)c1C#N	-28%	0%	-22%	5%	2%	-0.8%	-4%	1%	-3%	-3%	24%
COC(=O)c1cc(COc2ccc3c4c(c(=O)oc3c2)CCCC4)c(C)o1	-16%	3%	10%[11.4 µM]	163%[11.4 µM]	-6%[11.4 µM]	-5.2%[0.0738 µM]	2%[11.4 µM]	-9%[9.17 µM]	1%[11 µM]	-2%	?
O=C(NCc1ccccc1)NC1CC2CCC(C1)N2Cc1ccco1 (centres undefined)	-2%	-3%	9%	4%	3%	0.1%[57.5 µM]	-1%	-3%	0%	-1%	5%
CCC(C(=O)OCC(=O)Nc1c(C)n(C)n(-c2ccccc2)c1=O)c1ccccc1 (centres undefined)	21%	0%	9%	-4%	0%	2.6%	16%	-8%	-5%	2%	-21%
O=C(CN1CCCCCC1)NCCc1ccc(F)cc1	-24%	3%	1%	-4%	-5%	0.5%	-8%	4%	-3%	-1%	-3%
CCCCN1CC(O)=C(c2nc3ccccc3[nH]2)C1=N	15%	-11%	-1%	18%	-4%	-1.3%	-10%	0%	0%	3%	?
O=S(=O)(O)c1cc(N=Nc2cccc3ccccc23)c(O)c2ncccc12	-17%[11.5 µM]	-6%[11.4 µM]	-21%[11.4 µM]	?	-13%[11.4 µM]	2.7%[9.22 µM]	11%[11.4 µM]	-3%[9.17 µM]	?	7%[9.22 µM]	3%[7.6 µM]
COc1ccccc1NC(=O)Cn1nnc(C(=O)Nc2ccccc2)c1N	-16%	-3%	6%	6%	-5%	-2.0%	-1%	2%	1%	-1%	-8%
O=C(C1=C(O)C(=O)N(CCOCCO)C1c1cccs1)c1cccs1 (centres undefined)	-24%	-1%	2%	-1%	-8%	4.2%[0.369 µM]	?	.	4%	0%	12%
CCc1nc(SCC(=O)N2CCN(c3ccccc3)CC2)c2c(=O)n(C)c(=O)n(C)c2n1	.	0%	6%	19%	-3%	-0.4%	-22%	-4%	1%	.	25%
Cn1ncc2c(N3CCOCC3)ncnc21	-29%	3%	3%	-8%	-5%	.	6%	5%	0%	1%	22%
CC(=O)OC1CC(C)(C)N(OC(=O)CCCN2C(=O)c3ccccc3C2=O)C(C)(C)C1	13%	0%	-3%	-3%	-6%	-1.6%	-1%	0%	3%	2%	-12%
O=C(c1ccccc1)c1cccn1CC(=O)N1CCN(C2CCCCC2)CC1	-29%	0%	2%	-16%	2%	-1.3%	0%	6%	1%	0%	?
CCOC(=O)c1cc(C)n(CCCN2CCOCC2)c1C	-27%	0%	10%	9%	-3%	0.0%	-5%	12%	-1%	2%	-1%
CCCC(=O)Nc1nc2ccc(NC(=O)c3ccc(Br)o3)cc2s1	20µM*	-15%	-1%	244%	3%	-0.8%	?	-2%	-8%	-3%	15%
CC(C)(C)c1ccc(OCCn2ccccc2=O)cc1	-16%	-27%	-5%	1%	-1%	.	-14%	0%	-2%	1%	10%
COc1ccc(Cc2c(O)nc(SC)n(C(C)=O)c2=O)cc1	9%	-2%	?	3%	-4%	1.2%[1.84 µM]	-1%	-2%	-3%	5%	6%
O=C(NC1CCCCCC1)c1c(F)c(F)c(F)c(F)c1F	-2%	1%	-5%	2%	-12%	-0.2%	-3%	-17%	2%	-2%	2%
C[C@@H]1/C=C\CC(=O)OC[C@H]2O[C@@H](C=C[C@@H]2O)[C@H](C)/C=C\CC(=O)OC[C@H]2O[C@H]1C=C[C@@H]2O	21%[11.5 µM]	-1%[11.4 µM]	7%[11.4 µM]	.	.	1.9%[9.22 µM]	6%[11.4 µM]	.	.	.	.
CC1(C)CC(=O)C(C=Nc2ccc(O)cc2)=C(O)C1	5%	-3%	-22%	-14%	-6%	0.4%	13%	-3%	10%	-1%	?
Cc1ccccc1NC1=NC(C)(C)N=C(N)N1	30%	-3%	-8%	1%	-6%	.	3%	-5%	1%	0%	-2%
COc1ccc(-c2noc(CSc3nc(N)c(-c4ccccc4)c(=O)[nH]3)n2)cc1	13µM*	-5%	-4%	29%	-4%	0.2%	-26%	1%	-4%	-1%	?
COc1cccc(NC(=O)Cc2cn(C)c3ccccc23)c1	12%	1%	2%	-10%	4%	-0.2%	14%	-7%	-2%	-4%	?
Nc1ccc(-c2nc3c(Cl)c(N)ccc3[nH]2)cc1	7%	16µM*	25µM*	-88%	-11%	-1.2%	18%	1%	-11%	1%	?
